Tb MetRS inh – T. brucei MetRS inhibitors, primary screen, biochemical, luminescence | methionyl-tRNA synthetase (Trypanosoma brucei brucei) | 360,000 compounds, 0.4% hits | purified T. brucei MetRS, ATP depletion, Kinase-Glo luminescence | inhibition, % at 11.9 µM;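 active = inhibition above a per-plate cutoff of the control wells' mean inhibition plus 3 SD, cut at about 5.5% in these data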;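 note: 0% = DMSO wells median and 100% = median of wells with control inhibitor compound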
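Assay system: T. brucei methionyl-tRNA synthetase, purified | Medium: HEPES buffer with MgCl2, KCl, DTT, spermine, BSA, pyrophosphatase | Compound: 11.9 µM single point | Incubation: 15 min enzyme-compound preincubation, 2 h reaction, 10 min detection, 25 °C | Measured by: Kinase-Glo luciferase luminescence reporting remaining unconsumed ATP | Measure: % inhibition normalized to control-well medians | Replication: Singlicate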
MsrA inh – bovine MsrA enzyme inhibitors, primary screen, biochemical, absorbance, HTS; AID 651718, 2012; inhibition, % at 15.5 µM; purified bovine MsrA, absorbance read-out; 360,000 compounds, 0.75% hits; in the data active = inhibition above about 4.5%;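 note: 0% = vehicle wells with enzyme and 100% = reference inhibitor wells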
NRP1-CendR mod – modulators of CendR peptide binding to NRP-1, primary screen, biochemical, fluorescence polarization, uHTS; Neuropilin-1 (Homo sapiens), O14786; FAM-RPARPAR peptide binding to NRP-1; inhibition, % at 25 µM; 360,000 compounds, 0.85% hits;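 active = inhibition or corrected inhibition above about 18%, plus a signal ratio from 0.5 to 1.5, limit read from the data, passing the limit was not always enough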; note: strong numbers were not always called active
Scp1 inh – Scp-1 phosphatase inhibitors, primary screen, biochemical, colorimetric, uHTS. Carboxy-terminal domain RNA polymerase II polypeptide A small phosphatase 1 (Homo …. Recombinant Scp1, phosphopeptide, malachite green phosphate absorbance. inhibition, % at 20 µM. 340,000 compounds, 0.88% hits;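 active = inhibition above about 50% at 20 µM, limit read from the data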;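 note: plate controls were DMSO wells with enzyme for no effect and wells lacking enzyme for full effect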
Target sequence (Q9GZU7 76-261 limits assumed): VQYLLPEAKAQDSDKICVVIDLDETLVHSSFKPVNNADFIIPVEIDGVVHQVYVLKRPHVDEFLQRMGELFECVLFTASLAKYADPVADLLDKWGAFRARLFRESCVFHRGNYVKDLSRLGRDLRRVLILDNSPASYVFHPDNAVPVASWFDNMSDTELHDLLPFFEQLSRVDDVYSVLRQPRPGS
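Test system: SCP-1 phosphatase catalytic domain, residues 76-261; measured by: colorimetric phosphate reagent with accelerator and stabiliser, absorbance at 630 nm; timing: enzyme reaction 45 min at room temperature, colour 5 min, stabilisation 30 min; also added: Phosphorylated 17-residue peptide substrate; compound dosing: one concentration, 20 µM, with 1.0% DMSO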
LMPTP inh – LMPTP phosphatase inhibitors, primary screen, biochemical, fluorescence intensity, uHTS; Low molecular weight phosphotyrosine protein phosphatase (Homo sapiens), P24666; 360,000 compounds, 0.22% hits; AID 651560, 2012; recombinant LMPTP-A, OMFP fluorogenic substrate; inhibition, % at 20 µM;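 active = compounds that cut the enzyme signal by at least half of the control window in the single-dose screen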;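 note: plate controls were DMSO wells with enzyme plus substrate for no effect and substrate without enzyme for full effect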
Target sequence (P24666 whole entry, looked up): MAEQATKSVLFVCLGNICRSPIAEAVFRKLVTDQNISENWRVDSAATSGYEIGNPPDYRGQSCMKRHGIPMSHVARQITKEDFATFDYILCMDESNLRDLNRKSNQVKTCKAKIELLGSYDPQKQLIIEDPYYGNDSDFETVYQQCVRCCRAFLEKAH
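Test system: LMPTP-A, protein tyrosine phosphatase of low molecular weight; Input: 0.625 nM enzyme; Incubation: 50 min dark incubation at room temperature; Signal: endpoint fluorescence intensity from OMFP dephosphorylation; Read-out basis: % inhibition versus control wells.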
STEP inh – STEP phosphatase inhibitors, primary screen, biochemical, fluorescence intensity, uHTS; inhibition, % at 20 µM; recombinant STEP, OMFP fluorogenic substrate; AID 588621, 2011; 360,000 compounds, 0.25% hits; Tyrosine-protein phosphatase non-receptor type 5 (Homo sapiens), P54829;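 active = inhibition at 20 µM, scaled per plate between control wells, above about 37%, limit read from the data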;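 note: 0% = DMSO with enzyme and substrate and 100% = substrate only without enzyme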
Target sequence (P54829 whole entry, looked up): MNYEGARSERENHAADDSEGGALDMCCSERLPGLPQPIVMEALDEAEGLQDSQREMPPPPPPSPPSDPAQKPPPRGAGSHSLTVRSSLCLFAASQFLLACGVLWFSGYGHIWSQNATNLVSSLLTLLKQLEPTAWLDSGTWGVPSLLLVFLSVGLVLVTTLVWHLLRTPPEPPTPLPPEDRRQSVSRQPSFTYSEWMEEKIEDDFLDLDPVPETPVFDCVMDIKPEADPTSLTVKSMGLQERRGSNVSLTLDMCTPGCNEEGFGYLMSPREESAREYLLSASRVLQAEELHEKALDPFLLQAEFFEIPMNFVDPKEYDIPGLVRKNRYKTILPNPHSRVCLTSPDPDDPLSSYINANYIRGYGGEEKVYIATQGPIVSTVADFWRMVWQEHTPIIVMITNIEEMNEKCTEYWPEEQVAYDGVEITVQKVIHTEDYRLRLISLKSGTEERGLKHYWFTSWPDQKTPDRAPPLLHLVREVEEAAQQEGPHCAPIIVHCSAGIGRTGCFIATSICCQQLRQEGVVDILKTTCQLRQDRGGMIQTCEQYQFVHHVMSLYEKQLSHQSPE
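Assay system: isolated STEP enzyme / Timing: 20 min at room temperature, dark / Doses: 20 µM, 1% DMSO / Technique: fluorescence intensity, excitation 480 nm, emission 540 nm / Reagent: fluorogenic phosphatase substrate OMFP at 25 µM final / Measure: percent inhibition scaled to no-enzyme and uninhibited-enzyme controls, plate-pattern corrected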
SUMO1-SIM PPI – modulators of SUMO1 protein-protein interactions, primary screen, biochemical, uHTS; AID 602429, 2012; 360,000 compounds, 0.33% hits; SUMO1 binding to a labelled peptide, TR-FRET, 1 h; inhibition, % at 20 µM; Small ubiquitin-related modifier 1 (Homo sapiens), P63165; in the data active = inhibition above about 37%
Target sequence (P63165 whole entry, looked up): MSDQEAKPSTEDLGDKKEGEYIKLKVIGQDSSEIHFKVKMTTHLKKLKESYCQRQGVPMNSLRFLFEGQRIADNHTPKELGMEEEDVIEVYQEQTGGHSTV
bovine MsrA act – bovine MsrA enzyme activators, primary screen, biochemical, absorbance, HTS; purified bovine MsrA, absorbance read-out; 360,000 compounds, 0.3% hits; activation, % at 10.6 µM; in the data active = activation above about 7.5%;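 note: 0% = vehicle and 100% = reference activator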
DNMT1 block – human DNMT1 methyltransferase inhibitors, primary screen, biochemical, molecular beacon, fluorescence, HinP1I cleavage, uHTS; DNA (cytosine-5)-methyltransferase 1 (Homo sapiens), P26358; inhibition (reported as % activation of signal), % at 10 µM; 360,000 compounds, 0.83% hits; in the data active = inhibition above about 50%
E coli Lon inh – inhibitors of E. coli Lon protease, primary screen, biochemical, fluorescence polarization. AID 602123, 2011. 360,000 compounds, 0.42% hits. inhibition, % at 7.94 µM. purified E. coli Lon protease. P0A9M0; in the data active = inhibition above about 13%, passing the limit was not always enough;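 note: 0% = enzyme with probe and DMSO and 100% = no enzyme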
Starred values were filed as active, the others as inactive; x = no result given.

SMILES	Tb MetRS inh	MsrA inh	NRP1-CendR mod	Scp1 inh	LMPTP inh	STEP inh	SUMO1-SIM PPI	bovine MsrA act	DNMT1 block	E coli Lon inh
COC(=O)c1sc2nc(CSc3nc4ccc(C)cc4[nH]3)[nH]c(=O)c2c1C	-0.9	-0.3	-96	7	-0.7	-6	1	-4	-10	-63
CCCCN(C(=O)c1ccc(Cl)c(S(=O)(=O)N2CCOCC2)c1)c1c(N)n(CCC)c(=O)[nH]c1=O	-0.7	-0.8	-3	58*	-1.6	-2	1	-4	7	5
O=C(C(=O)N1CCN(Cc2ccc3c(c2)OCO3)CC1)c1c[nH]c2ccccc12	9.6*	0.4	8	-3	0.4	-1	-6	-4	-5	-4
COC(=O)N/N=C/c1cn(CCCOc2ccccc2)c2ccccc12	-1.3	-0.8	-1	3	0.1	0	-8	-12	5	10
O=C(CNc1ccccc1-c1ccccc1)NCc1ccccc1	-0.3	0.3	-10	-5	-1.0	0	3	-3	-1	3
COC(=O)[C@@]12CCCCN1[C@H](c1ccc(-c3ccc(C(C)=O)cc3)c(OC)c1)[C@@H]1C(=O)N(C)C(=O)[C@@H]12	0.5	0.3	21	-9	0.6	-2	4	0	-4	-12
CCS(=O)(=O)Nc1ccc(-c2nc3cccnc3s2)cc1	0.2	4.3	-14	-1	0.5	4	-10	-2	-4	-7
Cc1ccc(C(=O)O/N=C\c2ccc(N3CCOCC3)c([N+](=O)[O-])c2)cc1	-0.3	1.8	-8	-9	2.4	0	-18	0	0	0
COc1cccc(N=Nc2ccc(O)c3ncccc23)c1	0.0	0.4	17	-10	3.1	2	-10	-2	-8	4
O=C1CCN(Cc2ccc(Br)cc2)CCN1[C@H](CO)c1ccccc1	0.3	-0.9	17	-8	1.6	1	-4	0	5	3
Cc1cccc2nc(CSc3nc4cc([N+](=O)[O-])ccc4s3)cn12	0.2	1.2	4	0	29	1	-15	6	-7	-18
CCOC(=O)C1CCCN(S(=O)(=O)c2ccc(S(=O)(=O)N(CC)CC)cc2)C1 (stereo unspecified)	0.1	-0.2	1	-8	0.3	-4	-2	-3	0	3
COc1ccc(N(CC(=O)N/N=C/c2cc(Br)c(C)o2)S(=O)(=O)c2ccc(NC(C)=O)cc2)cc1	-0.8	-0.4	-13	3	0.7	0	-3	-10	-4	-8
Nc1nnnn1/N=C/c1ccccc1OCc1ccc(Cl)cc1	-1.6	0.1	1	7	0.5	2	-1	-15	3	-5
CC(=O)Nc1ccc(NC(=O)CSCc2cnn(-c3ccccc3)c2-n2cccc2)cc1	-0.2	-1.1	-23	-6	-0.1	-1	2	-1	-16	-11
Cc1cccc(NS(=O)(=O)c2cccc(C(=O)Nc3cccc(C(=O)O)c3)c2)c1	-0.8	2.0	-18	-6	-0.5	-4	0	-4	1	3
Nc1ccccc1SC1CC(=O)N(c2ccc(Cl)c(Cl)c2)C1=O (stereo unspecified)	1.3	-0.6	1	12	1.6	-1	2	1	-1	-4
CC[C@@H](C)C(NC(=O)OC(C)(C)C)c1cn([C@@H](CCC(=O)OC(C)(C)C)C(=O)N2CCN(C(=O)OC(C)(C)C)CC2)nn1 (stereo partly specified)	-0.2	-0.3	-7	-7	-1.4	-1	3	1	0	-8
CCOC(=O)n1c(=O)oc2ccc(Cl)cc21	-1.6	-0.2	5	3	-0.7	1	1	-12	3	3
Cc1ccc(C(=O)N2CCCC(N(C)Cc3ccccc3)C2)s1 (stereo unspecified)	-0.1	-0.9	9	-4	0.2	2	3	0	-2	-1
COc1ccc(C(=O)OCC(=O)NC(C)CCc2ccccc2)cc1 (stereo unspecified)	-0.7	-0.9	12	-3	-0.6	-2	3	-2	1	-10
CC(C)CC1NC(=O)N(CC(=O)N2CCN(S(=O)(=O)c3ccc(Cl)cc3)CC2)C1=O (stereo unspecified)	-0.1	-1.7	4	6	0.1	-5	-2	-1	1	11
Nc1nonc1-n1nnc(C(=O)N/N=C/c2cccc(Cl)c2)c1CSc1ccccc1	0.2	-0.9	22	-11	0.7	0	-1	-2	-6	-15
CC(=O)NCC1CCCN(C(=O)c2oc3c(F)cccc3c2C)C1 (stereo unspecified)	-0.3	-0.2	11	-9	-0.3	0	0	0	0	-4
Cc1cc(Nc2ccc(F)cc2)nc(N)n1	-0.5	-0.1	-20	-7	16	0	0	-5	-2	9
Cc1nc2c(cnn2-c2ccccc2Cl)c(=O)n1-c1ccc(N2CCC(C)CC2)cc1	-0.1	2.0	12	0	0.1	0	-2	-1	-8	-8
O=C1C(=Cc2ccccn2)CCc2ccccc21	-0.4	1.4	4	x	-1.6	-3	-13	-4	9	-17
CCCCCC(=O)N/N=C/c1ccc([N+](=O)[O-])o1	-0.2	3.9	0	-9	0.0	0	-23	3	-17	10
CCC(CC)c1nnc(NC(=O)CSCc2c(C)noc2C)s1	0.1	0.3	-12	x	-2.3	-3	3	-13	9	8
O=C(CSc1ccc(-c2ccccn2)nn1)c1ccccc1	0.2	0.1	-19	-16	1.4	-1	2	-2	0	2
Cc1ccc(C2CC(c3cccs3)=NN2S(=O)(=O)c2ccc(C)cc2)cc1 (stereo unspecified)	0.6	0.1	-38	-21	2.6	3	-2	-6	0	0
CCOc1cccc(CN2CCC(CCC(=O)NC3CC3)CC2)c1O	-0.8	-0.1	13	-6	-0.5	0	0	-2	-4	-10
COc1cccc(CSc2ccc(S(=O)(=O)N3CCOCC3)cc2C(=O)NCC2CCCO2)c1OC (stereo unspecified)	-0.6	-0.6	-15	-1	-2.6	-3	-2	-2	1	-2
O=C(N/N=C1\C(=O)c2cccc3cccc1c23)c1ccc(O)cc1	-0.7	-0.2	-32	24	17	10	41*	4	44	2
COc1cc2c(cc1OC)C(SC)=NC(C)(C)C2	-0.7	-0.7	0	0	-2.0	0	1	0	0	6
CC(C)(C)OC(=O)NCc1ccc(NC(=O)c2nc[nH]c2C(=O)Nc2cc(Br)ccc2F)cc1	-0.9	0.5	6	x	-3.4	-1	0	-2	35	-7

Four successive compounds already listed, for reference:
SMILES	Tb MetRS inh	MsrA inh	NRP1-CendR mod	Scp1 inh	LMPTP inh	STEP inh	SUMO1-SIM PPI	bovine MsrA act	DNMT1 block	E coli Lon inh
Nc1nonc1-n1nnc(C(=O)N/N=C/c2cccc(Cl)c2)c1CSc1ccccc1	0.2	-0.9	22	-11	0.7	0	-1	-2	-6	-15
CC(=O)NCC1CCCN(C(=O)c2oc3c(F)cccc3c2C)C1 (stereo unspecified)	-0.3	-0.2	11	-9	-0.3	0	0	0	0	-4
Cc1cc(Nc2ccc(F)cc2)nc(N)n1	-0.5	-0.1	-20	-7	16	0	0	-5	-2	9
Cc1nc2c(cnn2-c2ccccc2Cl)c(=O)n1-c1ccc(N2CCC(C)CC2)cc1	-0.1	2.0	12	0	0.1	0	-2	-1	-8	-8

The listing continues:
SMILES	Tb MetRS inh	MsrA inh	NRP1-CendR mod	Scp1 inh	LMPTP inh	STEP inh	SUMO1-SIM PPI	bovine MsrA act	DNMT1 block	E coli Lon inh
CC1CCCN(S(=O)(=O)c2ccc(NC(=O)C3CCN(C(=O)c4ccco4)CC3)cc2)C1 (stereo unspecified)	0.7	-1.6	-6	-12	-0.3	1	2	-4	-2	4
C1CC2CN(c3nc4nonc4nc3N3CCSCC3)CCN2C1 (stereo unspecified)	-0.7	0.7	6	-5	0.2	-3	-3	4	8	10
CCS(=O)(=O)Nc1ccc(Cc2ccc(NS(=O)(=O)CC)cc2)cc1	-0.4	0.9	6	-4	2.2	4	3	0	-6	6
COc1ccc(NC(=O)c2ccc(COCC(F)(F)C(F)F)cc2)cc1OC	0.3	1.0	-8	-7	-0.5	0	2	-1	0	-5
C[C@H](CO)N1C[C@H](C)[C@@H](CN(C)S(=O)(=O)c2cccs2)Oc2c(NS(=O)(=O)c3ccccc3)cccc2C1=O	-0.2	-0.3	-3	-3	-0.1	-4	15	0	-2	-6
C[C@@H]1CCCCO[C@H](CN(C)Cc2ccc(Cl)c(Cl)c2)[C@@H](C)CN([C@H](C)CO)C(=O)c2cc(N(C)C)ccc2O1	-0.6	-1.0	4	x	-2.8	-1	2	0	-3	8
COc1ccccc1CCNC(=O)C1CCC(=O)N(Cc2cccc(F)c2)C1 (stereo unspecified)	-0.6	0.0	14	-3	0.8	-1	0	-2	4	-6
COc1cc(Cl)c(C)cc1NC(=O)COC(=O)C(NS(=O)(=O)c1ccc(Cl)cc1)C(C)O (stereo unspecified)	-0.3	0.0	-5	-3	0.6	2	1	-2	-9	-14
COc1cccc(Nc2nc3ccccc3nc2NS(=O)(=O)c2ccc(NC(C)=O)cc2)c1	0.1	x	3	7	3.1	-3	3	-2	-5	-1
COc1ccc(CCNC(=O)CN(c2ccccc2)S(C)(=O)=O)cc1OC	-0.6	0.3	-10	4	-1.4	-1	6	-10	3	-6
NC(=O)C1=C[C@@H](C2CCCCC2)C[C@@H](OCc2ccc(CO)cc2)O1	0.3	-1.1	-2	-11	-0.2	2	3	-2	-8	-12
COc1ccc(N2CCN(C(=O)c3cc(=O)c4cc(C)cc(C)c4o3)CC2)cc1	0.2	-1.2	6	-9	1.0	7	-5	-1	1	-2
CCCn1c(SCC(=O)NC2CCCC2)nc2c1c(=O)n(C)c(=O)n2C	-0.3	-0.6	-68	-7	-0.8	0	-2	-9	4	-10
O/N=C(/c1ccc(Cl)cc1)C1CC1c1ccccc1 (stereo unspecified)	-0.5	-1.0	-11	-11	3.8	-1	5	5	1	-5
O=C(O)CCn1c(=O)c2ccccc2c2ccccc2c1=O	0.0	0.4	10	-13	-2.1	-2	-3	2	0	2
CC(=O)C[C@H](O)CC(=O)[C@@H]1OC(=O)CCCCCc2ccccc21	-0.4	-1.7	2	-11	-1.4	-2	5	-2	10	-8
CN(CC(=O)Nc1ccccc1Oc1ccccc1)Cc1ccccc1F	0.0	0.1	7	-5	2.6	1	2	-3	7	-2
CN(C)c1nc(SCC#N)nc(N2CCOCC2)n1	-0.6	-0.3	6	-1	0.2	0	2	0	2	-4
O=C(Nc1cc(Cl)ccc1N1CCCC1)C1=NN(c2ccccc2)C(=O)CC1	-0.3	-0.6	0	-11	5.1	3	-1	-4	-30	5

Compound activity: PubChem, several laboratories
